From PubChem
UHRF1 MBD2 ctr: UHRF1 methylated DNA binding inhibitors, primary screen, counter-screen for MBD2 inhibitor project, biochemical, TR-FRET, human UHRF1, single concentration; E3 ubiquitin-protein ligase UHRF1 (Homo sapiens), Q96T88; UHRF1 binding to methylated oligo; inhibition, % at 4.4 µM; hit rate 0.75% among 370,000; AID 687016, 2013; in the data active = inhibition above about 21%;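 also: UHRF1 SRA domain binding a hemimethylated CpG hairpin DNA probe; 0% = median of test compound wells and 100% = reference inhibitor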
Tn7 DDE FP: inhibitors of Tn7 peptide binding to fibrin DD(E), primary screen, biochemical, fluorescence polarization, human fibrin, Tn7 probe; FP displacement of FITC-Tn7 peptide from fibrin DD(E); 0% = median of compound wells per plate; inhibition, % at 8.3 µM; hit rate 0.13% among 370,000; AID 720508, 2013;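 active = inhibition above the mean of compounds falling within the control limits plus 3 SD of them, cut at about 14% in these data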;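 also: 0% = plate median of compound wells and 100% = 10 µM Aha-Tn7 peptide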
Target sequence (P02675 whole entry, looked up): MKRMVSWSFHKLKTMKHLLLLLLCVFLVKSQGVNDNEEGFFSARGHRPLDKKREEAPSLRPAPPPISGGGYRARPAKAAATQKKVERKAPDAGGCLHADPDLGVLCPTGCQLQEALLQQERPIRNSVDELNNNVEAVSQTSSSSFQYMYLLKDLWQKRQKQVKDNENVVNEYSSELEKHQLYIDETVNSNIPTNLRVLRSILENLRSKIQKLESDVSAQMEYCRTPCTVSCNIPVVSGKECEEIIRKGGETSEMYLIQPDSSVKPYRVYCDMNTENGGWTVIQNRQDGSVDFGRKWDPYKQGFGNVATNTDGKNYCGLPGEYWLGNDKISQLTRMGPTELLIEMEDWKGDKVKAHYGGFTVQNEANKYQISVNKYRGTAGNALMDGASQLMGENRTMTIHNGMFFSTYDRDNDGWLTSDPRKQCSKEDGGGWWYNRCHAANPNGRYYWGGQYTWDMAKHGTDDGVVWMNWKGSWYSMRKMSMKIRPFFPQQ
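system = human fibrin DD(E) protein | quantity = DD(E) 2 µM final | medium = Tris/NaCl/CaCl2 buffer, pH 7.8 | also added = labelled Tn7 tracer, 0.1 µM | compound dosing = single point at 8.3 µM | timing = compound with protein 10 min, then 3 h after probe, room temperature | signal = FP measurement | benchmarks = Aha-Tn7 high control | repeats = one replicate per compound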
PLC-beta3 inh: human PLC-beta3 inhibitors, primary screen, biochemical, fluorescence; Purified PLC-beta3, fluorogenic substrate; AID 720704, 2013; inhibition, % at 12.2 µM; 1-phosphatidylinositol 4,5-bisphosphate phosphodiesterase beta-3 (Homo sapiens), Q01970; hit rate 0.18% among 370,000; in the data active = inhibition above about 11%;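 also: 0% = median of compound wells on plate and 100% = full blocker control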
PLC-gamma1 inh: PLC-gamma1 enzyme inhibitors, primary screen, biochemical, fluorescence, purified enzyme; 1-phosphatidylinositol 4,5-bisphosphate phosphodiesterase gamma-1 (Homo sapiens), P19174; fluorogenic substrate; inhibition, % at 12.2 µM; hit rate 0.84% among 370,000; in the data active = inhibition above about 9.5%
DDE Tn6 FP inh: inhibitors of Tn6 peptide binding to fibrin DD(E), primary screen, biochemical, fluorescence polarization, human fibrin, Tn6 probe. inhibition, % at 8.3 µM. Fibrin DD(E) TRITC-Tn6 fluorescence polarization displacement. Fibrinogen beta chain (Homo sapiens), P02675. hit rate 0.21% among 370,000;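 active = inhibition above a per-campaign cutoff: mean of compounds within control limits plus 3 SD, cut at about 15% in these data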;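 also: 0% = median of all compound wells on the plate and 100% = blocking peptide control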
MBD2 DNA inh: inhibitors of MBD2 binding to methylated DNA, primary screen, biochemical, TR-FRET, DNA-binding domain, human; hit rate 0.31% among 370,000; MBD2 binding to methylated oligonucleotide; Methyl-CpG-binding domain protein 2 (Homo sapiens), Q9UBB5; AID 686964, 2013; inhibition, % at 4.4 µM; in the data active = inhibition above about 13%
Target sequence (Q9UBB5 whole entry, looked up, the tested form may be a part): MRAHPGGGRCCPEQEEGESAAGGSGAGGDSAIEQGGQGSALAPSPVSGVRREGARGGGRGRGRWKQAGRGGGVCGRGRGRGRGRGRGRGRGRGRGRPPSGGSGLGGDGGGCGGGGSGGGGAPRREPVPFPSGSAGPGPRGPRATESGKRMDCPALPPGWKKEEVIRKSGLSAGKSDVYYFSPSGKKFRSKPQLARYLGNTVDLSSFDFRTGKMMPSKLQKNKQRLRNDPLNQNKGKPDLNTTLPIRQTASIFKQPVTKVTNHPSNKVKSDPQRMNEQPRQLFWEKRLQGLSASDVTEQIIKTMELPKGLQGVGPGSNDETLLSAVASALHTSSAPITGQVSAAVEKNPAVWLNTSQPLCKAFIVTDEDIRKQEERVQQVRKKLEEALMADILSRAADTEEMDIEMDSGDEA
ADAM17 inh: ADAM17 inhibitors, primary screen, biochemical, QFRET; recombinant ADAM17, EDANS/DABCYL FRET peptide cleavage; inhibition, % at 6.95 µM; hit rate 0.83% among 370,000; AID 720648, 2013;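 active = inhibition above the mean of compounds lying between control limits plus 3 SD, set per campaign, cut at about 8.5% in these data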;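 also: 0% = DMSO-only wells as the low control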
ARFGAP1 inhibitor: inhibitors of rat ARFGAP1 GAP activity, primary screen, biochemical, fluorescence polarization, GDP tracer. ADP-ribosylation factor GTPase-activating protein 1 (Rattus norvegicus), Q62848. Arfgap1-stimulated ARF1 GTP hydrolysis, GDP FP detection. inhibition, % at 16.5 µM. hit rate 0.26% among 360,000;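 active = inhibition above a per-plate limit, mean inhibition of low control wells plus 3 SD, cut at about 25% in these data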;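 also: 0% = DMSO wells with enzyme and 100% = wells lacking Arfgap1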
Target sequence (Q62848 1-136 limits assumed): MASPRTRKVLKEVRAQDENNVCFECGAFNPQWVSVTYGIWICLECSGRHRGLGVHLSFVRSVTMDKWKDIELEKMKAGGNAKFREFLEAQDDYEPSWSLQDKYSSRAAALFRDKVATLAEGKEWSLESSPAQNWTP
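Repeats: one replicate per compound; assay system: rat Arfgap1 catalytic domain, aa 1-136; times: enzyme reaction 120 min at 25 °C after 20 min preincubation; detection: FP of antibody-bound GDP Alexa 633 tracer, ex 620/em 688 nm; benchmarks: high control wells lacking Arfgap1, low control full reaction with DMSO; reagent: human ARF1(Δ1-17)-GTP substrate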
proKLK7 act: proKLK7 zymogen activators, primary screen, biochemical, fluorescence intensity; Kallikrein-7 (Homo sapiens), P49862; purified proKLK7, EDANS-DABCYL substrate fluorescence; 100% is mature enzyme control, 0% vehicle; activation, % at 7 µM; hit rate 0.9% among 370,000; AID 652039, 2013;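 active = activation above the mean of all tested compounds plus 3 SD, computed per campaign excluding outliers beyond control limits, cut at about 13% in these data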
ASAP1 inh: inhibitors of human ASAP1 ArfGAP activity, primary screen, biochemical, fluorescence polarization; hit rate 0.19% among 360,000; inhibition, % at 16.5 µM; AID 624377, 2012; ASAP1-stimulated ARF1 GTP hydrolysis, GDP FP detection; in the data active = inhibition above about 25%;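 also: 0% = vehicle with enzyme and substrate and 100% = no enzyme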
* = called active by the depositor; / = not tested or not shown.

Order of results: UHRF1 MBD2 ctr	ADAM17 inh	MBD2 DNA inh	proKLK7 act	PLC-beta3 inh	ASAP1 inh	DDE Tn6 FP inh	Tn7 DDE FP	PLC-gamma1 inh	ARFGAP1 inhibitor
COc1ccc(NC(=O)C(c2cccc3ccccc23)n2c(=O)c(-c3ccco3)nc3ccccc32)cc1 (stereo unspecified)
→ -3.0	1.5	-0.9	-0.7	-25.1	3.6	-2.8	-3.6	-25.6	-0.5
NC(=O)C1CN(C(=O)c2nn(Cc3ccccc3)c(=O)c3ccccc23)c2ccccc2O1 (stereo unspecified)
→ 4.4	5.1	3.2	0.7	1.7	2.8	3.9	1.5	5.4	-4.6
COC(=O)C1CN(Cc2cn(Cc3ccc(F)cc3)nn2)CCS(=O)(=O)N1Cc1ccc(C)cc1 (stereo unspecified)
→ -0.4	-1.8	-2.1	0.1	-0.5	/	3.9	-2.4	0.9	/
COc1ccc(C(=O)C=Cc2ccc3c(c2)OCO3)cc1OC
→ 1.6	-0.3	-0.3	-5.3	-54.6	2.4	-2.7	-10.2	-35.5	4.0
COC(=O)c1cc2ccsc2n1Cc1ccccc1F
→ 1.1	0.2	4.6	-0.3	0.4	10.3	0.7	2.1	0.9	-13.5
O=C(C1CCN(CCCc2ccccc2)CC1)N1CCCCC1
→ -0.3	2.5	-5.2	-0.1	3.9	-7.0	6.6	-8.8	8.6	-7.2
CN(C)[C@H]1CCN(c2ccc3c(c2)O[C@H]2CCN(C2)S3(=O)=O)C1
→ 0.5	-6.6	-2.2	-0.2	-4.5	/	0.0	2.1	-1.9	/
CCc1cc(=O)[nH]c(SCC(=O)NCc2ccc3c(c2)OCO3)n1
→ 3.0	-2.0	1.5	0.6	2.2	-2.1	1.3	-4.9	2.8	8.4
COc1ccc(CNC(=O)C(C)N2C(=O)NC(c3ccccc3)(c3ccccc3)C2=O)cc1 (stereo unspecified)
→ -0.1	2.2	-3.0	-0.1	-4.2	11.9	-1.0	3.6	-0.2	-2.1
CCc1nnc(NC(=O)CSc2nnc(CNc3ccc(OC)cc3)n2C)s1
→ -0.7	-0.2	-0.7	-0.7	1.4	7.0	-2.4	-1.0	5.3	9.6
Cc1ccc(N(CC(=O)NCc2ccc(F)cc2)C(=O)c2ccco2)cc1C
→ -3.2	2.0	0.4	0.8	-6.2	-4.5	-5.0	-6.0	-2.9	3.7
Cc1sc2nc(SCC(=O)c3cc(C)n(CC4CCCO4)c3C)n(C(C)C)c(=O)c2c1C (stereo unspecified)
→ -1.5	-2.3	-1.4	0.3	-1.5	-11.4	-3.8	0.9	-2.1	5.7
Cc1ccc(S(=O)(=O)CC2CSc3nc(N)cc(=O)n32)cc1 (stereo unspecified)
→ 6.8	-3.1	5.3	-0.3	-1.4	-7.5	-4.7	-1.3	7.4	13.7
CC(C)(C)c1cc[n+](CC(=O)Nc2cc(C(F)(F)F)ccc2N2CCOCC2)cc1
→ 1.4	2.4	-3.5	-0.5	1.8	1.2	9.3	-4.2	4.6	10.1
CCOc1ccc(S(=O)(=O)NCCC(=O)Nc2cccc(C(=O)OC)c2)cc1
→ -1.5	0.3	-0.8	-0.4	-9.8	-2.6	7.5	-4.7	0.1	-12.4
O=C(c1ccc2oc(CCCc3ccccc3)nc2c1)N1CCCCC1CO (stereo unspecified)
→ -1.1	-5.3	2.7	-0.3	-8.5	1.2	2.3	1.0	-1.7	13.1
Cc1ccc(C)c(/C=C2\N=C(c3ccccc3F)OC2=O)c1
→ -0.4	-1.5	-5.2	0.1	-6.2	-6.4	3.7	4.7	-3.5	-3.7
C/C(CC(=O)Nc1ccc2c(c1)OCCO2)=N\NC(=O)COc1cccc(C)c1
→ -1.4	-3.4	3.6	0.0	-13.6	4.0	-1.0	4.7	-0.2	6.8
C=CCn1c(SCC(=O)Nc2ccc(CCCC)cc2)nnc1-c1ccc(Cl)cc1
→ -0.4	-1.5	-3.3	-0.5	-0.1	/	-5.6	-2.5	-1.8	/
COc1ccc(C2CC(=O)C=C(NCC3CCCO3)C2)cc1 (stereo unspecified)
→ -3.2	-1.8	-5.6	-0.1	-2.1	-8.9	1.3	7.5	1.4	1.8
CCCNC(=O)C1(C)CCCN(C(=O)c2ccc3sccc3c2)C1 (stereo unspecified)
→ 0.4	-0.8	-1.9	-0.3	3.1	1.5	2.8	-4.3	-0.6	-1.6
O=C(NC1CCCCC1)N1CCC(c2nc3ccc(Cl)cc3[nH]2)CC1
→ 1.2	-2.7	1.3	-0.2	-0.6	1.7	2.9	8.4	-0.1	-9.6
O=C1c2[nH]nc(-c3ccccc3O)c2C(c2ccc(F)cc2)N1Cc1ccco1 (stereo unspecified)
→ -0.4	6.7	6.7	-0.1	-6.0	7.4	-9.8	-1.4	-7.7	-9.2
CCc1nc2ccccc2c(C(=O)OCC(=O)Nc2ccc(S(=O)(=O)N3CCOCC3)cc2)c1C
→ -2.1	10.0*	-7.4	0.2	4.5	5.4	-0.7	2.0	1.0	-3.2
c1ccc2c(CN3CCSCC3)cccc2c1
→ 5.9	3.5	2.8	0.0	-1.8	-1.1	5.2	1.9	0.5	-1.3
CCOC(=O)C1CCCCN1C(=O)CCc1c(C)nc2ncnn2c1C (stereo unspecified)
→ -0.8	-2.3	2.4	0.1	1.4	1.5	1.2	5.7	0.7	1.0
CN(C)c1cccc(C(=O)NNC(=O)C23CC4CC(CC(C4)C2)C3)c1
→ 4.1	-5.1	2.9	-0.5	-55.5	1.2	-1.3	-3.0	-30.2	-0.9
Cc1cc(C)cc(NC(=O)c2ccc3nc[nH]c3c2)c1
→ -1.3	1.7	-0.3	0.1	0.9	5.5	-5.4	-2.9	-0.2	-2.1
COc1ccc(C(=O)O)cc1NS(=O)(=O)c1cccc2nsnc12
→ 3.8	-5.6	3.7	0.4	0.3	-3.1	-3.5	0.4	0.5	-2.9
Cc1cccc(C)c1NC(=O)CNC(=O)CCNC(=O)c1ccco1
→ 0.1	-3.6	2.2	-0.1	-4.6	10.2	-0.6	-5.2	-0.1	5.1
CCCCNC(=O)COc1ccccc1[N+](=O)[O-]
→ -0.1	-3.8	0.7	1.0	4.3	3.0	4.8	4.7	3.3	4.1
Cn1c(-c2ccccc2)c(C=O)c2ccccc21
→ 1.4	-0.5	1.2	0.0	-13.2	-10.5	8.1	-2.1	-10.1	2.5
Cc1cc(-c2nnnn2-c2cc(Cl)cc(Cl)c2)no1
→ 1.1	-1.9	-2.7	-0.2	-6.5	-12.6	-1.4	-2.0	-0.8	6.9
CCOC(=O)N[C@H](C(=O)N1CCC[C@H]1C(=O)NC1CCCC1)C1CCCCC1
→ 1.6	-5.9	-6.8	0.9	0.2	8.4	6.5	3.3	-0.6	0.8
Cc1c(C(=O)NNC(=O)Nc2ccc([N+](=O)[O-])cc2)oc2ccccc12
→ -0.7	1.5	-0.7	-0.2	-2.8	13.2	-10.2	-7.1	4.8	-4.5
CCn1c(=O)cc(SCC(=O)Nc2ccc(Cl)cc2)c2ccccc21
→ 3.2	-0.4	-7.3	-0.2	8.1	2.6	0.4	0.3	7.8	10.3
COc1cccc(C(C)(O)c2nc(-c3cccc(C(=O)O)c3)cs2)c1 (stereo unspecified)
→ -1.8	-4.7	5.2	0.6	-1.5	-3.4	-3.7	-0.7	4.3	-3.7
CC(CCN1C(N(C)C)=NC[C@@H]1C)c1ccccc1 (stereo partly specified)
→ -0.1	-6.0	-1.9	0.5	1.6	6.4	-7.4	-3.2	0.2	-5.6
CCn1nnnc1SCC(=O)Nc1nc(-c2cccs2)cs1
→ 0.2	-1.7	-0.5	-1.0	-4.7	-4.6	-0.8	-1.6	-2.5	-6.8
C=CCOc1ccc(C(c2c(C)n(C)n(-c3ccccc3)c2=O)c2c(C)n(C)n(-c3ccccc3)c2=O)cc1
→ -0.3	-0.5	0.8	-0.1	-6.2	11.3	-1.2	5.0	-1.1	-1.3
C[C@H](NC(N)=O)C(=O)Nc1ccc2c(c1)OCO2
→ -3.5	-9.0	-1.9	-0.1	-10.9	15.3	7.3	-2.5	-3.2	-0.1
O=C(O)CCSc1ccc2ccccc2n1
→ -3.3	-5.9	-2.4	0.0	-0.7	-7.3	0.2	-2.7	-2.6	-3.9
CCc1cc2c(SCC(=O)NC3CCCC3)ncnc2s1
→ -2.8	-4.5	0.2	0.5	-2.5	-3.8	0.7	6.7	-4.4	7.3
CCCCc1nc2cc(C(=O)N3CCNC(=O)C3CC(=O)OC)ccc2o1 (stereo unspecified)
→ -2.0	-0.7	-5.1	-0.5	-3.7	-1.4	-1.6	9.9	-0.9	-1.9
Cc1ccccc1-c1nc(NCC2CC2)nc2ccsc12
→ 0.3	-119.7	1.0	-7.6	-119.9	-2.5	0.3	-1.6	-89.0	1.9
Cc1ccc(C(C(=O)NCC2CCCO2)N(C(=O)c2snc(C(N)=O)c2N)c2ccccc2)o1 (stereo unspecified)
→ -0.5	-6.5	5.4	-1.2	-15.0	4.1	6.8	-2.7	-6.1	13.4
O=C1N2CCSC2=NC1(NS(=O)(=O)c1ccccc1)C(F)(F)F (stereo unspecified)
→ 2.6	4.3	4.6	-0.6	4.6	-0.7	5.7	3.3	10.2*	-16.6
CN(C)CCNc1nc(Oc2cccc(F)c2)c2sccc2n1
→ 1.9	1.3	-3.1	-0.4	2.8	5.0	7.4	-5.7	4.6	-2.4
O=C(O)c1ccc(S(=O)(=O)c2ccc3c(c2)C(=O)N(NC(=O)c2cccnc2)C3=O)cc1
→ -2.6	-1.3	3.9	-0.2	-9.1	-2.2	-0.9	3.0	-2.7	-2.6

Single records, from the list above. Order of values: UHRF1 MBD2 ctr, ADAM17 inh, MBD2 DNA inh, proKLK7 act, PLC-beta3 inh, ASAP1 inh, DDE Tn6 FP inh, Tn7 DDE FP, PLC-gamma1 inh, ARFGAP1 inhibitor
Entry for Cc1sc2nc(SCC(=O)c3cc(C)n(CC4CCCO4)c3C)n(C(C)C)c(=O)c2c1C (stereo unspecified) : -1.5, -2.3, -1.4, 0.3, -1.5, -11.4, -3.8, 0.9, -2.1, 5.7
Entry for CCn1c(=O)cc(SCC(=O)Nc2ccc(Cl)cc2)c2ccccc21 : 3.2, -0.4, -7.3, -0.2, 8.1, 2.6, 0.4, 0.3, 7.8, 10.3

Rows are unselected; overall some 4.1% were active at least once.
